# mHTT-CaM PPI inh: disrupts binding of mutant huntingtin to calmodulin; P42858; AlphaScreen His-mHTT/GST-CaM binding, luminescence; inhibition, % at 15 µM; 190,000 compounds, 3.6% hits; AID 1671202;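 also: 0% = both proteins with DMSO and 100% = one protein alone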
# Pf apPOL inh: Pf-apPOL DNA polymerase inhibition; inhibition, % at 10 µM; Recombinant Pf-apPOL, molecular beacon fluorescence, 1.5 h; 210,000 compounds, 0.25% hits; AID 1794808
# An asterisk follows results filed as active; nt = not tested or not shown; & = joins results of further samples. Rule as the data show it: active = inhibition above about 50%; inactive = the rest. Only part of the results is shown; the hit share may differ from the screen's.
SMILES,mHTT-CaM PPI inh,Pf apPOL inh
CCCNC(=O)c1cccnc1N1CCNC(c2ccccc2)C1 (configuration not stated),-8.6,1.9
CNC(=O)CN1C(=O)CSC1c1ccc(C(C)(C)C)cc1 (configuration not stated),-1.7,-0.9
CC(C)(C)c1ccc(C(=O)Nc2c3c(nn2-c2ccc(F)cc2)CS(=O)C3)cc1 (configuration not stated),25.0,-1.5
Cc1ccc(S(=O)(=O)N(CC(=O)NCC2CCCO2)Cc2cccc(Cl)c2)cc1 (configuration not stated),1.5,-1.7
CN1CCCC(C#CC(O)(c2ccccc2)c2ccccc2)C1 (configuration not stated),-8.6,-9.8
COc1ccc2oc(=Nc3ccc(F)cc3F)c(C(=O)NC(C)=O)cc2c1,2.0,-3.7
Cc1cccc(-n2cnc3cc(C(=O)NC4CCCC4)ccc32)c1,10.0,3.6
CCc1ccccc1N=c1oc2c(C)ncc(CO)c2cc1C(=O)Nc1ccc(C)cc1,7.0,-1.2
Oc1ccccc1-c1cc(C(F)(F)C(F)F)on1,-13.0,-2.4
CCN(CC)C(=O)c1cc(=O)[nH]c2c(C)cccc12,-2.2,-4.0
c1cc2c3c(cccc3c1)-c1nc3ccccc3nc1-2,nt,-3.6
COc1cccc(C2C(N3C(=O)c4ccccc4C3=O)C(=O)N2c2ccc(C)cc2C)c1 (configuration not stated),7.0,8.9
O=C1N(c2ccccc2)C2CS(=O)(=O)CC2N1c1ccc(Cl)c(Cl)c1 (configuration not stated),3.0,-1.6
O=C(c1cccs1)N1CCc2ccc(NS(=O)(=O)C3CCCCC3)cc21,10.4,-12.1
CC(C)C(=O)NC(c1cccc([N+](=O)[O-])c1)c1ccc2cccnc2c1O (configuration not stated),100.0*,5.2
COc1ccc(-c2coc3cc4oc(=O)cc(-c5ccccc5)c4cc23)cc1F,33.0,-1.0
CC(C)Oc1cccc(C(=O)Nc2ccc(Cl)cn2)c1,-19.2,-2.9
OCCNc1nc(OCC(F)(F)F)nc(N2CCN(C34CC5CC(CC(C5)C3)C4)CC2)n1,-1.0,1.2
CC(C(=O)NCCc1ccccc1)N1C(=O)c2ccccc2C1=O (configuration not stated),-2.0,-1.8
COc1ccc(-c2nc3ccc(Br)cc3c(=O)o2)cc1[N+](=O)[O-],2.0,-6.6
CC(C)C(NC(=O)C12CC3CC(CC(C3)C1)C2)C(=O)NN (configuration not stated),-6.4,-9.4
Clc1ccc2nc3c(c(-c4ccccc4)c2c1)CCCCCCCCCC3,nt,-6.8
CCOc1ccccc1NC(=O)c1ccccc1Br,-6.8,9.8
CCC(=O)N1CCc2cc(Br)cc(S(=O)(=O)CCC(=O)NC3CCCC3)c21,3.0,-1.7
c1nc(NC2CCCC2)c2c3c(sc2n1)CCCC3,-18.3,-2.4
CCN(CC)c1cc(C)c2cc(NC(=O)c3ccccc3OC)ccc2n1,-12.0,-11.5
Cc1cc(C)c2oc(-c3ccc(NC(=O)c4ccc5c(c4)OCCO5)cc3)nc2c1,3.0,-3.5
O=c1c2sccc2nc(SCc2cccc([N+](=O)[O-])c2)n1C1CC1,12.0,-4.3
CCNS(=O)(=O)c1cccnc1Nc1cc(C)cc(C)c1,-39.2,1.0
COc1ccc(CCNC(=O)CC2CCN(C(=O)c3ccc(C)cc3)CC2)c(OC)c1,1.6,-0.9
O=C(Nc1ccc([N+](=O)[O-])cn1)c1cccs1,2.9,-0.1
Cc1cc(Cl)ccc1NC(=O)CN(C)S(=O)(=O)c1ccc(Br)cc1,1.2,-12.5
CCOc1ccc(C(=O)Nc2nnc3ccccn23)cc1,11.3,-8.9
Cc1c(Cl)cccc1NC(=O)Cc1ccc(Br)cc1,-1.0,1.0
COC(=O)c1cc(=O)c2cccc(OC)c2[nH]1,nt,-2.9&2.8
COc1ccc(-c2coc3c(CN4CCCCCC4)c(O)ccc3c2=O)cc1,-2.9,-5.4
c1ccc(C(c2ccccc2)N2CC(Sc3nc4ccccc4s3)C2)cc1,nt,-0.4
Cc1cccn2c(=O)c3cc(C#N)c(=N)n(Cc4ccco4)c3nc12,-2.0,-9.6
COc1ccc(Cl)cc1NC(=O)c1ccc(Cl)c(Cl)c1,-4.1,-7.9
CC(=O)Nc1ccc(S(=O)(=O)Nc2nc3c(s2)CCCC3)cc1,0.9,-0.8

# Not a retest: entries from further up.
SMILES,mHTT-CaM PPI inh,Pf apPOL inh
COC(=O)c1cc(=O)c2cccc(OC)c2[nH]1,nt,-2.9&2.8
COc1ccc(-c2coc3c(CN4CCCCCC4)c(O)ccc3c2=O)cc1,-2.9,-5.4
c1ccc(C(c2ccccc2)N2CC(Sc3nc4ccccc4s3)C2)cc1,nt,-0.4
Cc1cccn2c(=O)c3cc(C#N)c(=N)n(Cc4ccco4)c3nc12,-2.0,-9.6
COc1ccc(Cl)cc1NC(=O)c1ccc(Cl)c(Cl)c1,-4.1,-7.9

# Later entries:
SMILES,mHTT-CaM PPI inh,Pf apPOL inh
CCOc1cccc(CNS(=O)(=O)c2cc3c(s2)CCN(C(=O)C2CCC2)C3)c1,6.0,-5.2
c1cc(CN2CCCCC2c2nncn2CC2CC2)c2cc[nH]c2c1 (configuration not stated),4.4,-1.7
C#CCNC(=O)C1c2ccccc2C(=O)N(C2CC2)C1c1cccc(C)c1 (configuration not stated),15.1,-2.1
COC(=O)c1cnc2nc(C)ccc2c1Nc1ccccc1F,-1.3,-3.1
CN1C(=O)C(=Cc2cn(CCOc3ccc(F)cc3)c3ccccc23)C(=O)N(C)C1=O,0.0,-4.9
Cc1ccc(S(=O)(=O)Nc2ccc(NS(=O)(=O)c3ccc(F)cc3)cc2)cc1,0.4,-3.1
O=C(c1cccs1)c1nonc1C(=O)c1cccs1,3.3,nt
COc1ccc(NS(=O)(=O)c2[nH]ncc2C(=O)NCc2ccc(SC)cc2)cc1,7.5,5.8
CCOC(=O)c1sc(NC(=O)c2cc(=O)c3ccccc3o2)nc1-c1ccccc1,-16.8,1.3
COc1cc(/C=C/C2=NC(=O)C(C)(C)O2)ccc1O,-3.0,11.1

# Brought forward from above: 2 compounds, followed by the next part.
SMILES,mHTT-CaM PPI inh,Pf apPOL inh
CCOC(=O)c1sc(NC(=O)c2cc(=O)c3ccccc3o2)nc1-c1ccccc1,-16.8,1.3
COc1cc(/C=C/C2=NC(=O)C(C)(C)O2)ccc1O,-3.0,11.1
COC1(NC(=O)c2ccc(Br)cc2)C(C)=CC(=O)C=C1C,-4.0,-0.9
Cc1cc(C)c2[nH]c(=O)c(=O)[nH]c2c1,4.5,-0.4
c1csc(-c2ccn[nH]2)c1,nt,0.3
Cc1cccc2nnc(N3CCCC(C(=O)Nc4ccccc4)C3)n12 (configuration not stated),6.1,-3.6
CCC(=O)NCc1csc(C2CCN(C(=O)c3cccs3)CC2)n1,5.5,-3.1
Cc1cc(/C=C2/SC(=O)NC2=O)c(C)n1-c1cccc([N+](=O)[O-])c1,41.0,-0.2
COc1ccc(CN2CCN(Cc3ccccn3)CC2)c(OC)c1OC,2.6,-3.0
COc1ccc(CCNC(=O)c2cccc(Oc3ccc(C)nn3)c2)cc1OC,-8.3,-7.4
CCOc1ccc(CN2CCc3nc(Nc4ccccc4F)ncc3C2)cc1OCC,-6.1,-5.8
O=C(CC(c1ccccc1)c1cc(Br)ccc1O)N1CCOCC1 (configuration not stated),11.0,0.4
Cc1ccc(-c2nnc(N3CCC(C(=O)N4CCN(CC(C)C)CC4)CC3)o2)cc1,6.4,1.0
N#Cc1ccccc1-c1nc2c3c(c(N)ccc3n1)C(=O)c1ccccc1-2,0.7,-10.7
CCCn1ncc(N2CCC(C(=O)N3CCCC3)CC2)cc1=O,-5.4,-7.2
O=C(CC1CCCC1)N1CCC(c2ccn3ncc(C(=O)N4CCCCC4)c3c2)CC1,0.6,-4.0
Cc1ccc(-c2coc3cc4oc(=O)c5ccccc5c4cc23)cc1,-12.0,11.5
O=C(CN1C(=O)c2ccccc2C1=O)Nc1ccccc1Cl,-5.0,0.4
CCCCCCNC(CC(=O)Nc1cccc(O)c1)C(=O)O (configuration not stated),2.3,-4.4
COc1cccc(CC(=O)N2CCCC2c2cccc(C)c2)c1 (configuration not stated),10.4,11.3
CCOc1ccc(-c2c(C#N)c(N)nc(SCC(=O)c3ccccc3)c2C#N)cc1,-6.0,-1.7
COCCNC(=O)C1CCCN(C(=O)c2cc(C)cc(C)c2)C1 (configuration not stated),3.9,-1.6
COc1ccc(C(=O)CSc2nc(-c3ccccn3)nc(C)c2Cl)cc1,nt,-12.4
COCc1nn(CC2CC2)c2c1CN(C(=O)c1ccc(C)s1)CC2,6.1,-2.5
O=C(Nc1c2c(nn1-c1ccc(Cl)cc1)CS(=O)(=O)C2)c1cccc(Cl)c1,33.0,-4.2
O=C(Cn1nc2nc(Nc3ccc(F)cc3)ccn2c1=O)NCc1ccc(F)cc1Cl,-5.7,-0.3
CSc1ccccc1NC(=O)Cn1cnc([N+](=O)[O-])n1,0.0,5.8
COc1cccc(C=NNC(=O)c2cc(C)nc3ccc(Br)cc23)c1O,nt,2.5&-1.8
CCCOC(=O)c1ccc(Oc2c(C)oc3c(CN4CCOCC4)c(O)ccc3c2=O)cc1,-1.3,-2.4
Cc1cc(C)c([N+](=O)[O-])cc1NC(=O)c1cc2c(C)nn(-c3ccccc3)c2s1,3.0,5.0
CCOc1ccccc1NC(=O)C1CCc2nc(N3CCCCC3)ncc2C1 (configuration not stated),-5.7,0.3
O=[N+]([O-])C1CCC2C(C1)N1C=NNC1C1NN=CN21 (configuration not stated),-2.9,nt
O=C(c1cccs1)N1CCN(C(c2ccccc2)c2ccccc2)CC1,nt,-5.5
COc1cccc(C2C(N3C(=O)c4ccccc4C3=O)C(=O)N2c2ccc(Br)cc2)c1 (configuration not stated),9.0,8.6
CCCCN(CC)C(=O)c1ccc(OCC)cc1,-7.6,9.8
CN(C)c1ccc(C2C=C(c3ccc(F)cc3)Nc3nnnn32)cc1 (configuration not stated),28.0,-2.3
Cc1cc([N+](=O)[O-])ccc1NC(=O)c1c(C)c(C)c(C)c(C)c1C,3.3,-5.4
CC1C(=O)N(c2ccc3c(c2)OCO3)CCN1C(=O)c1ccccc1F (configuration not stated),5.9,-0.4
CCSC1=N/C(=C\c2cc3c(cc2Cl)OCO3)C(=O)S1,15.0,-2.5
O=c1oc2ccc(Cl)cc2nc1C=C(O)c1ccc(F)cc1,16.0,1.5
CCCCNc1nc2ccncc2n(Cc2ccccc2)c1=O,-2.1,-6.3
c1csc(C2CC(C3SCCS3)CS2)c1 (configuration not stated),nt,-0.1
COc1ccc(-c2noc(-c3cccc(F)c3)n2)cc1,-17.3,4.3
CC(=O)Nc1ccc(Br)cc1C(NCC(=O)NN)c1ccccc1 (configuration not stated),-0.4,-3.7
CC(C)C(=O)N1CCN(c2nc(CN3CCOCC3)cs2)CC1,-4.3,-0.8
Cn1nc2nc(-c3ccccc3)cc(-c3ccccc3)[n+]2n1,45.0,2.1
CC1CN(C(=O)c2ccccc2F)CCN1C(=O)c1ccccc1F (configuration not stated),-3.0,-2.5
CC1=CN2C3=C(C(=O)CCC3)C3(OC2C=C1)C(=O)c1ccccc1C3=O (configuration not stated),-0.2,nt
O=C(CC1CCN(S(=O)(=O)c2ccc(Br)s2)CC1)NC1CCCC1,-5.8,7.6
Cc1ncc2c(n1)CCN(C(=O)c1ccc(C(F)(F)F)cc1)C2,-6.8,0.2
O=C(CSc1nc(O)c(Cc2ccccc2)c(=O)n1-c1ccccc1)N1CCOCC1,-0.3,-8.7
CS(=O)(=O)c1ccc2nc(NC(=O)c3ccc(Br)o3)sc2c1,-5.5,-3.5
# Next results:
SMILES,mHTT-CaM PPI inh,Pf apPOL inh
Cc1ccc(-c2nc(C3CCN(S(=O)(=O)c4ccc(Cl)cc4)CC3)no2)cc1,-4.7,-4.0
CC(C)C[C@@H](CO)N1CCN(CCc2ccccc2)CCC1=O,8.5,-0.9
CCOC(=O)Cc1csc(NC(=O)c2nccnc2C(=O)O)n1,nt,0.5
Cc1nc(NCCNC(=O)c2cccs2)cc(-n2ccnc2C)n1,-11.4,-1.4
COc1ccc(-c2nc3cccnc3n2C2CCN(C(=O)c3ccco3)C2)cc1 (configuration not stated),26.9,-2.0
O=[N+]([O-])c1ccc(CN2CCN(c3ccccc3)CC2)o1,-0.1,-0.9
CCOc1ccc(NC(=O)N(C2CCCCC2)C(C)c2ccncc2)cc1 (configuration not stated),1.0,-8.6
Cn1ccnc1CN1CCC[C@]2(CC[C@H](CCC#N)O2)C1,32.3&6.0,-8.1&-6.5
Cc1cc(C)c2oc3nc(N)c(C#N)cc3c(=O)c2c1,nt,-9.0
CCCN(Cc1cc(OC)c(O)c([N+](=O)[O-])c1)CC1CC1,4.1,-0.2

# Ordered by molar mass (low to high): part of the list above
SMILES,mHTT-CaM PPI inh,Pf apPOL inh
Cn1ccnc1CN1CCC[C@]2(CC[C@H](CCC#N)O2)C1,32.3&6.0,-8.1&-6.5
CCOc1ccc(NC(=O)N(C2CCCCC2)C(C)c2ccncc2)cc1 (configuration not stated),1.0,-8.6
COc1ccc(-c2nc3cccnc3n2C2CCN(C(=O)c3ccco3)C2)cc1 (configuration not stated),26.9,-2.0

# (listing goes on)
SMILES,mHTT-CaM PPI inh,Pf apPOL inh
COCC(=O)Nc1nc(-c2ccccc2)cs1,-2.4,-6.6
COc1ccccc1NC(=O)CSc1nnc(-c2cccc(NC(C)=O)c2)n1C,0.8,-8.3
COc1cc(CN(C)C)c(O)c(CN(C)C)c1,9.6,-5.7
O=C1C(=Cc2cccc(Cl)c2)C(c2ccccc2)Oc2ccccc21 (configuration not stated),nt,-0.9
O=C1/C(=C/c2c(N3CCOCC3)nc3ccccn3c2=O)SC(=S)N1CC1CCCO1 (configuration not stated),-3.5,nt
Cc1ccc(-c2nc(S(=O)(=O)c3ccc(C)cc3)c(N3CCOCC3)o2)cc1,6.0&-4.8,22.9&-30.9
Cc1ccc(CNC(=O)C2CCCN(c3nc4ccccc4o3)C2)cc1 (configuration not stated),-1.0,-26.1
CC1=C(c2ccc(F)cc2)S(=O)(=O)N=C1N1CCCN(C(=O)C2CC2)CC1,-4.1,-3.3

# Whole records, quoted from the list.
# Entry for `CC1=C(c2ccc(F)cc2)S(=O)(=O)N=C1N1CCCN(C(=O)C2CC2)CC1` → mHTT-CaM PPI inh = -4.1; Pf apPOL inh = -3.3
# Entry for `O=C1/C(=C/c2c(N3CCOCC3)nc3ccccn3c2=O)SC(=S)N1CC1CCCO1` (configuration not stated) → mHTT-CaM PPI inh = -3.5; Pf apPOL inh = nt

# Source: PubChem
